From PubChem
Menin-MLL TR inh = qHTS Assay for Inhibitors Targeting the Menin-MLL Interaction in MLL Related Leukemias: Competition With Texas Red Labeled MLL-derived Mutant Peptide | O00255 | Menin + Texas Red MLL mutant peptide, fluorescence polarization | Potency, µM (series often up to 61.6 µM), for the others: at the highest dose FP activity change, negative = inhibition, usual class: inhibitors | 270,000 compounds, 0.23% hits; active means well fitted inhibition curve with a large enough effect in the polarisation, with a control signal flat, not every such curve was filed as active; inconclusive means small, poorly fitted or top-dose-only effect, or effect the other way, or a change in a side signal; inactive means no such curve, though single readings can be large or run the other way; the % refers to the polarisation; further: potency means the concentration at half of the fitted maximal effect; % of control where 0% means no effect; many of its hits are not listed in these tables
MLL CXXC-DNA inh = qHTS Fluorescence Polarization Assay for Inhibitors of MLL CXXC domain - DNA interaction. Histone-lysine N-methyltransferase 2A (Homo sapiens), Q03164. MLL-CXXC / FITC-HOXA9 DNA fluorescence polarization. Potency, µM (titrated, usually from 115 µM), for the others: top-dose activity change, negative = inhibition, actives largely listed as inhibitors. 290,000 compounds, 0.037% hits; active means well fitted inhibition curve with a large enough effect in the polarisation, with a control signal flat, not every such curve was filed as active; inconclusive means small, poorly fitted or top-dose-only effect, or effect the other way, or a change in a side signal; inactive means no such curve, though single readings can be large or run the other way; the % refers to the polarisation; further: potency means the concentration at half of the fitted maximal effect
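Fluorescence polarization: 7 uM MLL-CXXC (stock) preincubated 5 min with compounds, then 50 nM fluorescein-HOX-A9 DNA (stock) added; 30 min ambient. Buffer 50 mM Tris-HCl pH 7.5, 50 mM NaCl, 1 mM DTT, 0.05% BSA.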
TRPV1 agonist = HTS Assay for Compounds that Act as Agonists of the Vanilloid Receptor 1; TRPV1-expressing cells, Fluo-8 calcium influx, agonist mode; activation, % at 8.33 µM; 320,000 compounds, 0.19% hits; in the data active means activation above about 80%; inconclusive means between about 30% and that limit; further: 0% is about no effect
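TRPV1-expressing cells were cultured overnight at 35.5C and loaded with Fluo-8 calcium dye for 40 to 90 min at room temperature. After a 10 s baseline, compound was added and calcium influx was read kinetically for 3 min (ex 480/em 520 nm).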
Coupling enz = qHTS Assay for Inhibitors of Fructose-1,6-bisphosphate Aldolase from Giardia Lamblia: Coupling assay counterscreen; coupling enzyme system counterscreen, AmpLite Red fluorescence; 290,000 compounds, 0.67% hits; activity change, negative = inhibition, % at 58.2 µM, hits read low; in the data active means activity change below about -30%; further: on the % scale 0 is the no-effect control and ±100 the full control effect
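Final compound at 57.5 uM, incubated 10 min at RT with coupling enzyme reagent (glyceraldehyde-3-phosphate), then 20 min with substrate and AmpLite Red detection. Fluorescence read at 525/598 nm; tests interference with the coupling assay, not aldolase inhibition.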
PKM2 activator = qHTS Assay for Activators of Human Muscle isoform 2 Pyruvate Kinase | Pyruvate kinase PKM (Homo sapiens), P14618 | purified PKM2, Kinase-Glo ATP luminescence, activation; response scale: 0% is enzyme alone, no compound | Potency, µM (top dose mostly 57.5 µM), for inactives: at the highest dose activation, actives largely listed as activators | 260,000 compounds, 0.34% hits; further: potency means the concentration at half of the fitted maximal effect; on the % scale 0 is the no-effect control and ±100 the full control effect; nearly all actives have a fitted effect of over 55% in size
Target sequence (P14618 whole entry, looked up, canonical isoform): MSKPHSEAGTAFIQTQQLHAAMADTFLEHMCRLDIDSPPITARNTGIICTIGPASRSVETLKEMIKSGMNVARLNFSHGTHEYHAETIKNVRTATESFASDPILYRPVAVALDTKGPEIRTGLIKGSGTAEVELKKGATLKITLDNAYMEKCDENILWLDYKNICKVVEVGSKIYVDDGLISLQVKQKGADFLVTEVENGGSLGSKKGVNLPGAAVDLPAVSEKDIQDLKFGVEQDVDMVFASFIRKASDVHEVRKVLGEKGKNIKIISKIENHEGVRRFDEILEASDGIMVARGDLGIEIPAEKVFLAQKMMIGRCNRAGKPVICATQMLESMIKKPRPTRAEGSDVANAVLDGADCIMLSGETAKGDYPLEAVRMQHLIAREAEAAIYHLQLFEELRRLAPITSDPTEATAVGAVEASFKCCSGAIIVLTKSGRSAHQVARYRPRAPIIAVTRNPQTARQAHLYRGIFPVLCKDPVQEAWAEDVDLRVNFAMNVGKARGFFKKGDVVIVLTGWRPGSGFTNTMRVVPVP
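hPK-M2, >95% pure; 0.1 mM ADP / 0.5 mM PEP final; imidazole pH7.2 buffer w/ 7 mM MgCl2, 50 mM KCl; 1 h RT; Kinase-Glo lum. Intermediate enzyme activity for dual inhibitor/activator qHTS.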
USP2a inh = qHTS Assay for Inhibitors of Ubiquitin-specific Protease USP2a Using CHOP2 as the Reporter | AID 463254, 2010 | USP2 core, Ub-CHOP2 coupled fluorogenic reporter, 485/531 | Potency, µM (highest dose often 38.3 µM), inactives show at the top dose activity change, negative = inhibition, most hits filed as inhibitors | 330,000 compounds, 0.01% hits;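 further: potency means the concentration at half of the fitted maximal effect; plate controls were DMSO wells for no effect and full inhibition by NEM control for full effect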
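Deubiquitinase activity read as fluorescence (485/531 nm) after Ub-CHOP2 cleavage activates the enterokinase reporter on its substrate; USP2 core 10nM, Ub-CHOP2 and substrate 25nM each, 30min compound preincubation then 60min RT; data normalized to NEM, curves fitted.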
GALK inhibitor = qHTS Assay for Inhibitors of Human Galactokinase (GALK). Purified GALK, Kinase-Glo residual ATP luminescence. Potency, µM (highest dose often 57.5 µM), inactives show at the highest dose activity change, negative = inhibition, hits mostly inhibitors. 270,000 compounds, 0.007% hits. AID 1868, 2009; further: potency means the concentration at half of the fitted maximal effect; on the % scale 0 is the no-effect control and ±100 the full control effect
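The enzyme phosphorylates galactose (100 uM) using ATP (35 uM); inhibition is detected as higher residual ATP, quantified by bioluminescence after 1 h reaction at room temperature, pH 8.0.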
KCNH2 3.1 block = qHTS for Inhibitors of KCHN2 3.1: Mutant qHTS | Potassium voltage-gated channel subfamily H member 2, brain isoform KCNH2 3.1 (human) | U2OS KCNH2 3.1, thallium flux FluxOr; hits give low values | activity change, % (tested at about 1.8 µM) | 340,000 compounds, 0.95% hits | AID 720553, 2013;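 active means maximum activity change below -70%; inconclusive means maximum activity change from -70% to -50%; inactive means maximum activity change above -50%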;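 further: thallium influx rate constant from kinetic fluorescence after stimulation buffer; on the % scale 0 is the no-effect control and ±100 the full control effect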
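Thallium flux read-out: FluxOr dye with Red40 quencher in HBSS/HEPES, 45 min at RT. Rate constants from kinetic reads were normalized to positive and negative DMSO controls. Cells: U2OS virally expressing the 3.1 isoform.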
KCNH2 WT inh = qHTS for Inhibitors of KCHN2 3.1: Wildtype qHTS; U2OS, BacMam KCNH2, thallium flux FluxOr; hits give low values; 340,000 compounds, 0.37% hits; activity change, % at 1.84 µM; Voltage-gated inwardly rectifying potassium channel KCNH2 (Homo sapiens), Q12809;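 active means maximum activity change below -70%; inconclusive means maximum activity change between -70% and -50%; inactive means maximum activity change above -50%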; further: on the % scale 0 is the no-effect control and ±100 the full control effect
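U2OS cells transduced with wild-type KCNH2 virus are loaded with FluxOr dye for 45 min, and thallium flux is measured in kinetic reads before and after stimulation buffer. Rate constants are normalized to DMSO controls.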
B2AR arrestin = qHTS assay of beta-arrestin-biased ligands of beta2-adrenergic receptor. Beta-2 adrenergic receptor (Homo sapiens), P07550. beta-arrestin recruitment to beta2AR, cell-based reporter. Potency, µM (titrated, usually from 46.1 µM), inactives show top-dose activation, actives largely listed as activators. 330,000 compounds, 0.02% hits;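 further: potency means the concentration at half of the fitted maximal effect; 0% = DMSO controls and full agonism = EC100 isoproterenol or metaproterenol; nearly all actives have a fitted effect of over 65% in size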
Target sequence (P07550 whole entry, looked up): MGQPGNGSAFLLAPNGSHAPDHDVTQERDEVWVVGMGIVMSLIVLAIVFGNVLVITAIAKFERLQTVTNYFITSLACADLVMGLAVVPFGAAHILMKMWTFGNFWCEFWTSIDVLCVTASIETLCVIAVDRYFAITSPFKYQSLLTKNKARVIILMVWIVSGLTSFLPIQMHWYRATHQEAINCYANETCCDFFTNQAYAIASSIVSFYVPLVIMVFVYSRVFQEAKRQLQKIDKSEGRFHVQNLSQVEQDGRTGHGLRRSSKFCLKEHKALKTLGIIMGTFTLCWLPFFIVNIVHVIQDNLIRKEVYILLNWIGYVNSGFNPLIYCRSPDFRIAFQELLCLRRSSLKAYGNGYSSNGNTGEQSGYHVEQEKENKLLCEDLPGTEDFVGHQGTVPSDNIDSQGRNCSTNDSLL
Giardia killer = Small Molecules that selectively kill Giardia lamblia: qHTS. Giardia lamblia trophozoite viability. activity change, % at 7.66 µM, hits read low. 340,000 compounds, 0.15% hits. AID 540267, 2011; in the data active means activity change below about -80%; inconclusive means between about -30% and that limit;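 further: parasites exposed to compound for two days anaerobically before the ATP read; on the % scale 0 is the no-effect control and ±100 the full control effect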
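ATP-content bioluminescence gauges trophozoite survival. Cells (100/well) receive compound and incubate anaerobically for 48 hrs at 37 deg C; detection reagent follows for 15-30 min at room temperature.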
Numbers without * were called inactive; ? = inconclusive; · = not tested or not shown; & = joins results of further samples; [ ] = remark or other dose. Unless noted, the call rests on the fitted dose curve; in most records, active means well fitted curve in the direction sought with a large enough effect; inconclusive means small, poorly fitted or top-dose-only effect, or another doubt; inactive means no such curve, though single readings can be large; an effect the other way counts as inactive or inconclusive. This is a subset. The share of hits here may be higher or lower than overall.

SMILES | Menin-MLL TR inh | MLL CXXC-DNA inh | TRPV1 agonist | Coupling enz | PKM2 activator | USP2a inh | GALK inhibitor | KCNH2 3.1 block | KCNH2 WT inh | B2AR arrestin | Giardia killer
CCOC(=O)C(C)Oc1ccc(=O)n(-c2ccccc2)n1 (stereo not given) | -7% | 4% | -1 | -1 | -1% | 1% | -2% | 3 | -2 | -0.1% | ?
Cn1c(=O)c(/C(N)=N/OC(=O)c2ccccc2)cn(-c2ccccc2)c1=O | · | 22% | -7 | 3 | 5% | 11% | · | 17 | 17 | 0.1% | 7
COc1ccc(C[C@@H]2CN3C(=NC[C@@H]3C)N2C[C@H](C)NC(=O)CCC2CCCCC2)cc1 | ? | ? | 1 | 1 | -2% | 1% | 4% | -84* | -129* | -0.7% | 5
COC(=O)c1nn(-c2ccc(OC)cc2)c(=O)cc1Oc1ccccc1 | -18% | 0% | 0 | -2 | 1% | 3% | -1% | 9 | 9 | -0.2% | -2
O=C(Cn1nnc(-c2ccccc2)n1)NC1CCS(=O)(=O)C1 (stereo not given) | · | · | -2 | · | · | 1% | · | 9 | -4 | -0.1% | 9
CN1CCC(=O)N(CCSc2ccc(Br)cc2)CC1 | 2% | 2% | 11 | 2&0 | -4% | 2% | -2% | -17 | 23 | -0.4% | -2&84
O=C(Nc1cccc(NS(=O)(=O)c2ccc(S(=O)(=O)NC3CC3)cc2)c1)c1ccccn1 | 3% | -6% | -1 | 0 | -2% | -1% | -2% | -14 | 9 | 0.1% | 25
Cc1cc(NC(=O)CSc2ccc3nnc(-c4cccc(F)c4)n3n2)no1 | 1% | 8% | -1 | 3 | ? | 0% | 3% | 2 | -7 | -1.2% | -11
O=C(Nc1nnc(-c2ccccc2)s1)c1cc(S(=O)(=O)N2CCOCC2)c(Cl)cc1Cl | 6% | ? | 0 | 12 | 1% | -2% | -5% | -1 | 3 | -0.5% | 10
CCn1nnnc1SCC(=O)c1ccc(NC(C)=O)cc1 | -8% | -4% | 1 | 0 | -1% | 3% | 0% | 10 | -3 | 0.4% | -3
COCCNCCCOc1ccc(Cl)cc1Br | -2% | 0% | 2 | 2 | -16% | 3% | 2% | -19 | 56 | -1.0% | 4
Cc1c(NC(=S)NC(=O)C(c2ccccc2)c2ccccc2)cccc1C(=O)O | 23% | 10% | -3 | 7 | 2% | 5% | -2% | 11 | 0 | 0.5% | 26
Cc1ccc(CNCc2cc(Cl)ccc2O)cc1 | · | · | 3 | · | · | 0% | · | -7 | 2 | 0.3% | 7
Cc1ccc2c(c1)-c1nc3ccccc3cc1C2=NC1CCCCC1 | -1% | 15% | 14 | -1 | -9% | 3% | · | -8 | 2 | -0.1% | -24
COc1ccc(CCNC(=O)CCn2cccc2)cc1OC | 19% | 12% | 1 | -1 | 2% | 0% | 1% | 8 | -1 | 2.9% | 7
COc1ccc(-n2nc(C(=O)NCC(=O)NCCCN3CCN(C)CC3)c3ccccc3c2=O)cc1OC | 3% | -3% | -1 | 1 | · | 1% | 5% | 6 | -2 | -0.3% | ?
CC(C(=O)N1CCCC1)N1CCN(c2ccccc2O)CC1 (stereo not given) | -6% | -7% | 2 | -5 | -1% | -1% | 10% | 3 | 3 | -0.1% | -10
CC(C(=O)N1CCc2ccccc21)N(C)CC(=O)Nc1cccc(F)c1 (stereo not given) | · | · | 11 | · | · | 1% | · | -2 | -12 | 0.1% | -2
CCOc1ccc(NC(=O)CN(C)CC(=O)Nc2ccc(F)c(F)c2F)cc1OCC | 13% | 11% | 4 | -1 | 1% | -2% | 1% | -26 | 1 | 0.0% | -7
Cc1cccc(CS(=O)(=O)c2ncc(Cl)c(C(=O)NCc3ccccc3)n2)c1 | · | 11% | -1 | · | · | 2% | -6% | 17 | -12 | -0.1% | 3
O=C(c1ccoc1)N1CCCC(Nc2ccc(F)c(F)c2)C1 (stereo not given) | · | -5% | ? | · | -8% | 1% | 0% | -4 | 3 | 5.0% | -13
CC(C)=CCN1CCN(Cc2ccoc2)CC1CCO (stereo not given) | 1% | -1% | 6 | -8 | 0% | 0% | 0% | -7 | 17 | 0.3% | -2
O=C(NCCCn1ccnc1)c1ccc(-c2cccc(Cl)c2Cl)o1 | · | · | · | · | · | -5% | · | -17 | 7 | 0.5% | 27
COc1ccc(NC(=O)Cn2c(CCC(=O)O)ccc2-c2ccccc2)cc1 | -11% | 0% | -1 | 5 | -2% | -1% | 1% | -14 | -6 | -0.1% | 13
O=c1c2ccccc2nnn1COc1ccc(Cl)cc1Br | 0% | 1% | 10 | 1 | 3% | 2% | 4% | 2 | 6 | 0.2% | 18
O=S(=O)(Nc1nnc(C2CCCCC2)s1)c1ccc(F)cc1 | · | ? | -1 | 8 | · | 0% | 1% | 6 | 3 | -0.5% | 3
COc1ccc(C(=O)NC2=NCCS2)cc1S(=O)(=O)N1CCCCC1C (stereo not given) | -10% | -3% | 15 | 1 | -1% | 3% | 7% | 7 | -6 | 0.1% | 17
Cc1ccc(NC(=O)CSc2nc3ccccc3c(=O)[nH]2)cc1[N+](=O)[O-] | · | · | · | · | · | 3% | · | -15 | -8 | 0.5% | 25
Cc1ccc(N2C(=O)N3[C@H](c4ccc(Br)cc4)[C@@H]4C(=O)N(C(C)(C)C)C(=O)[C@@H]4[C@]3(C)C2=O)cc1 | 61%[activator] | -3% | 0 | -1 | -4% | -10% | · | -12 | -2 | -0.8% | 51[activator]
CCC(C)(C)NC(=O)C(c1ccc(OC)cc1)N(C(=O)CCC(=O)Nc1cc(C)on1)C(C)(C)C (stereo not given) | -1% | 10% | -5 | 2 | 1% | -2% | -1% | -5 | 7 | 0.3% | 3
COC(=O)c1ccc(-n2c(C)cc(C(=O)CCl)c2C)cc1 | -9% | 7% | 1 | 5 | -6% | -3% | 2% | -6 | -11 | 0.2% | 3
COc1ccc2[nH]c(C(=O)O)c(NS(=O)(=O)c3ccc(Cl)s3)c2c1 | ? | -16% | -1 | 2 | -5% | 3% | 2% | -2 | -28 | -0.1% | 11
Cc1[nH]c2ccc(F)cc2c(=O)c1SC(F)(F)C(F)C(F)(F)F (stereo not given) | -1% | -5% | 7 | 1 | -5% | 0% | 2% | -8 | 6 | -0.1% | 8
CCc1ccc(NC(=O)Nc2c(C)n(C)n(-c3ccccc3)c2=O)cc1 | 0% | 47%[activator] | -1 | 4 | -1% | 0% | 0% | 0 | 1 | -1.0% | 9
CC(C)OC(=O)C1C2C=CC3(CN(CC4CCCO4)C(=O)C13)O2 (stereo not given) | -7%&-10% | 25%&-5% | 0&-3 | 1&3 | 3%&24% | 0%&0% | 3%&-4% | · | 0 | 0.0%&0.0% | -18
CC(C)C[C@H](NC(=O)c1nc[nH]c1C(=O)N1CCN(c2ccccc2)CC1)C(=O)OC(C)(C)C | · | 3% | -6 | 1 | 2% | -1% | 1% | -5 | -24 | -0.3% | 4
CC(NC(=O)CSC(=S)N(C)C)C12CC3CC(CC(C3)C1)C2 (stereo not given) | -27% | 3% | ? | -4 | -14% | 1% | 2% | 17 | 27 | 0.3% | 8
O=S1(=O)CCC(N=Nc2c(O)n(Cc3ccccc3)c3ccccc23)C1 (stereo not given) | · | 1% | 12 | 0 | 1% | 0% | -2% | -1 | -6 | -0.7% | 22
